Assay outcomes: PubChem, National Center for Advancing Translational Sciences (NCATS)
RXFP1 ag – qHTS Assay for Agonists of the Relaxin Receptor RXFP1; Relaxin receptor 1 (Homo sapiens), Q9HBX9; HEK293T-RXFP1 cAMP TR-FRET, 30 min; response scale: percent of porcine relaxin response, buffer zero; Potency, µM (doses to about 57.5 µM), for the others: at the top dose activation, most hits filed as activators; hit rate 0.3% among 370,000; note: potency is the fitted concentration of half-maximal effect; % is set by controls: 0 for no effect and ±100 for the full control effect; nearly all actives have a fitted effect of over 60% in size; many of its hits are not listed in these tables
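HEK293T cells stably expressing RXFP1 were pretreated with the PDE4 inhibitor Ro 20174, exposed to compounds for 30 min at 37C, lysed, and cAMP was read by TR-FRET. Data normalized to buffer (basal) and 29 nM porcine relaxin (100%).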
IDH1 R132H inh – qHTS for Inhibitors of mutant isocitrate dehydrogenase 1 (IDH1): qHTS; Isocitrate dehydrogenase [NADP] cytoplasmic (Homo sapiens), O75874; IDH1-R132H enzyme, NADPH consumption, diaphorase/resazurin fluorescence; Potency, µM (series often up to 76.6 µM), for inactives: top-dose activity change, negative = inhibition, usual class: inhibitors; hit rate 0.093% among 390,000; note: potency is the fitted concentration of half-maximal effect; % is set by controls: 0 for no effect and ±100 for the full control effect; nearly all actives have a fitted effect of over 65% in size
Target sequence (O75874 whole entry R132H, stated change not applied): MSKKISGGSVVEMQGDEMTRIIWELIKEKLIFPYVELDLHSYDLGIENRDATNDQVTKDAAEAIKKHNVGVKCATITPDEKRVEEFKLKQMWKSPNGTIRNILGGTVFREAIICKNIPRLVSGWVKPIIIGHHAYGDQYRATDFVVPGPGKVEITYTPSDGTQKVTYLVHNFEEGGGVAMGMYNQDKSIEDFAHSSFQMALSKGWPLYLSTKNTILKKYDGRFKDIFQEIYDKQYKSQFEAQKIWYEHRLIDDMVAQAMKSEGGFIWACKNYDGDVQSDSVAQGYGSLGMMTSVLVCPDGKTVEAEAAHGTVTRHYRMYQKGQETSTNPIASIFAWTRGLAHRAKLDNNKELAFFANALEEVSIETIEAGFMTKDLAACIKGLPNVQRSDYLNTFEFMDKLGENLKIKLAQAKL
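IDH1-R132H (0.5 ug/mL dispensed) in pH 7.5 Tris buffer was preincubated 30 min with compound, then given a substrate mix of 0.016 mM NADPH and 2 mM alpha-KG for 80 min at room temperature; remaining NADPH was read by diaphorase/resazurin fluorescence.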
LDHA inh – qHTS assay for inhibitors of human lactate dehydrogenase | L-lactate dehydrogenase A chain (Homo sapiens), P00338 | AID 1347041, 2019 | activity change, % (values are at about 110 or 230 µM) | purified LDHA, NADH/diaphorase-resazurin fluorescence; stronger effect = lower value | hit rate 0.15% among 480,000; in the data active = activity change below about -30%; inconclusive = mostly about -25% to -30%;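 note: plate controls were DMSO wells for no effect and wells without enzyme for full effect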
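LDH5 2 nM; NADH 0.06 mM, pyruvate 0.2 mM; 200 mM Tris pH 7.4, EDTA, Tween-20; 5 min RT. Detection: diaphorase 0.133 mg/mL + resazurin 37 µM, fluorescence ex540/em590 at 0 and 20 min; normalized to enzyme-free and DMSO wells.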
Glioma ERSR ind – qHTS for Inducers of the Endoplasmic Reticulum Stress Response (ERSR) in Human Glioma: qHTS | hit rate 0.02% among 420,000 | U87-MG GRP78 promoter luciferase reporter, 16 h | AID 602332, 2012 | Potency, µM, inactives show at the highest dose activation, most hits filed as activators; note: potency is the fitted concentration of half-maximal effect; series mostly up to about 76 µM; % of control where 0% means no effect; nearly all actives have a fitted effect of over 35% in size
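ERSR induction read as luciferase luminescence (Bright-Glo, 10 min at room temperature) in stably transfected human U87-MG glioma cells exposed to compounds for 16 h, using GRP78 as sensor.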
PI4K2A inh – qHTS for small molecular inhibitors of PI4K2A. Phosphatidylinositol 4-kinase type 2-alpha (Homo sapiens), Q9BTU6. purified PI4K2A, ADP-Glo luminescence, 1 h; stronger effect = lower value. activity change, negative = inhibition, % at 76.9 µM. hit rate 0.13% among 420,000; in the data active = activity change below about -50%; inconclusive = mostly about -30% to -49%;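 note: -100% = wells without enzyme as full effect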
Target sequence (Q9BTU6 whole entry, looked up): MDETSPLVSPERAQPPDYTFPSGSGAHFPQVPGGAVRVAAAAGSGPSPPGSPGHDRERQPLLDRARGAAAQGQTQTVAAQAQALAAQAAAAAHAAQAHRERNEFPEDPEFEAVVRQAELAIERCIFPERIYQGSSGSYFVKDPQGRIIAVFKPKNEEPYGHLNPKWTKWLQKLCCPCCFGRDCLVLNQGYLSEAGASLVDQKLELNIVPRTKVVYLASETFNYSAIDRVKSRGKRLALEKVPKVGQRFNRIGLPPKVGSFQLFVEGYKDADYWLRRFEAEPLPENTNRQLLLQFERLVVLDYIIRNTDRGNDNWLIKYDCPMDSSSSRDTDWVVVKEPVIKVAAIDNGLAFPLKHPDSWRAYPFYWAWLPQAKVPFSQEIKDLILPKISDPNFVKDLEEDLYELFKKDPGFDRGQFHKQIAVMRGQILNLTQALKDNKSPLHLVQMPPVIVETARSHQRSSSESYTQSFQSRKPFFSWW
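In this quantitative HTS, ADP production by PI4K2A was quantified luminescently after 1 h at ambient temperature; 100 microM adenosine served as plate-quality control.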
TrxR1 substrate – qHTS Assay for Substrates of Mammalian Selenoprotein Thioredoxin Reductase 1 (TrxR1): qHTS. purified TrxR1 substrate turnover, NADPH consumption readout. hit rate 0.01% among 390,000. Potency, µM (series often up to 114 µM), inactives show top-dose activity change, negative = substrate turnover; note: potency is the fitted concentration of half-maximal effect; % is set by controls: 0 for no effect and ±100 for the full control effect; nearly all actives have a fitted effect of over 50% in size
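Rat TrxR1, dispensed at 90 nM, was prereduced with 400 uM NADPH (final) for 5 min at ~22 deg C, then incubated with compound 15 min before 400 uM selenite. A first-read NADPH fluorescence drop versus no-compound background flagged substrates.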
Vif-A3G inh – qHTS for Inhibitors of Vif-A3G Interactions: qHTS; DNA dC->dU-editing enzyme APOBEC-3G (Homo sapiens), Q9HC16; hit rate 0.076% among 410,000; HeLa A3G-eYFP + Vif (tagged APOBEC3G with the HIV-1 protein that degrades it), YFP fluorescence, overnight; AID 602310, 2012; Potency, µM (top dose mostly 46.1 µM), for the others: at the highest dose activity, negative = active, usual class: inhibitors;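 note: potency is the fitted concentration of half-maximal effect; % is set by controls: 0 for no effect and ±100 for the full control effect; nearly all actives have a fitted effect of over 60% in size; hits raise eYFP signal because A3G escapes Vif-driven loss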
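HeLa cells stably expressing Vif and C-terminally eYFP-tagged A3G, seeded overnight at 37 deg C, then exposed to compound by pintool overnight at 37 deg C. Rise in yellow fluorescence (Ex 488/Em 500-530, Acumen) marks blocked Vif-driven A3G degradation.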
Vif-APOBEC3F blk – qHTS for Inhibitors of Vif-A3F Interactions: qHTS | hit rate 0.2% among 390,000 | Potency, µM (titrated, usually from 46.1 µM), inactives show top-dose activity, negative = active | HeLa A3F-eYFP + Vif (tagged APOBEC3F with the HIV-1 protein that degrades it), YFP fluorescence increase | AID 602313, 2012; note: potency is the fitted concentration of half-maximal effect; % of control where 0% means no effect; nearly all actives have a fitted effect of over 65% in size
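HeLa cells stably expressing Vif plus C-terminally eYFP-tagged A3F were seeded, incubated overnight at 37 deg C, dosed with compound, incubated overnight again at 37 deg C. Yellow fluorescence (Ex 488/Em 500-530) reported blocked Vif-mediated A3F-eYFP degradation.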
USP1 inh – Inhibitors of USP1/UAF1: Primary Screen | Ubiquitin carboxyl-terminal hydrolase 1 (Homo sapiens), O94782 | hit rate 0.23% among 390,000 | recombinant USP1/UAF1, Ub-Rhodamine cleavage fluorescence | Potency, µM (highest dose often 57.1 µM), for inactives: at the top dose activity change, negative = inhibition, actives largely listed as inhibitors | AID 743255, 2014; note: potency is the fitted concentration of half-maximal effect; % is set by controls: 0 for no effect and ±100 for the full control effect; nearly all actives have a fitted effect of over 60% in size; inactives centre near -12
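USP1/UAF1 complex (1 nM) preincubated 15 min at room temperature with compound, then Ub-Rho substrate (150 nM final) added. Kinetic fluorescence at 480/540 nm over 6 reads at 60 s intervals; 50 mM HEPES pH 7.8, 0.5 mM EDTA, 0.1 mg/ml BSA, 1 mM TCEP, 0.01% Tween-20.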
An asterisk follows results filed as active; ? = inconclusive; · = not tested or not shown; & = joins results of further samples; [ ] = dose if it differs, or a comment. Unless noted, calls come from the whole dose curve; as a rule, active = well fitted curve in the direction sought with a large enough effect; inconclusive = small, poorly fitted or top-dose-only effect, or another doubt; inactive = no such curve, though single readings can be large; an effect the other way counts as inactive or inconclusive.

#	smiles	Vif-A3G inh	IDH1 R132H inh	Vif-APOBEC3F blk	USP1 inh	PI4K2A inh	RXFP1 ag	TrxR1 substrate	LDHA inh	Glioma ERSR ind
1	CCOc1ccccc1NC(=O)c1nc(S(=O)(=O)Cc2ccccc2)ncc1Cl	?	-3%	3%	-21%	6	1.9%	-4%	-5	-15%
2	CC12C=CC(=O)C=C1C(F)CC1C3CCC(O)(C(=O)CO)C3(C)CC(O)C12F (stereo not drawn)	0%	3%	6%	-11%	-4	·	-12%	-10	-1%
3	COc1ccc(CCN2C(=O)NC(NC(C)=O)(C(F)(F)F)C2=O)cc1OC (stereo not drawn)	1%	1%	3%	-17%	2	-0.3%	5%	-8	-4%
4	COc1cc(-c2nnc(SCc3cc(=O)oc4cc(O)c(O)cc34)o2)cc(OC)c1OC	-17%	3%	-1%	?	?	0.5%	-10%	36	4%
5	CC(=O)c1c(C)nc(-c2ccc3c(c2)OCO3)n1O	1%	4%	-16%	-9%	-4	0.8%	-10%	5	0%
6	COc1ccc(C(=O)Nc2ccccc2C(=O)N2CCOCC2)cc1OC	-1%	-5%	6%	?	5	0.5%	4%	-9	-5%
7	Clc1ccc(OCc2nn[nH]n2)cc1	1%	-5%	1%	-20%	2	0.1%	5%	-5	-1%
8	CC(=O)c1c(C)n(-c2ccc(N(C)C)cc2)c2ccc(OCC(N)=O)cc12	8%	3%	-9%	-4%	-3	2.0%	6%[57.1 µM]	7	-4%
9	Cc1nn(-c2ccccc2)c(Cl)c1/C=C1/C(=N)N2N=C(C(C)C)SC2=NC1=O	-1%	1%	-17%	-26%	2	0.3%	-23%[57.1 µM]	11	1%
10	COc1ccc(C2NC(=S)NC(C)=C2C(=O)Nc2ccccn2)cc1OC (stereo not drawn)	-1%	1%	-14%	-9%	-1	-0.6%	2%	-6	-4%
11	CCOc1ccc(NC(=O)CSc2oc(-c3ccc(F)cc3)nc2S(=O)(=O)c2ccc(C)cc2)cc1	-1%	-6%	-3%	4%	-2	1.3%	8%[2.29 µM]	-11	-3%
12	COc1ccc(CN2C(=O)N(c3ccc(C)cc3)C(=O)C2CC(=O)Nc2ccccc2)cc1OC (stereo not drawn)	0%	-10%	0%	-14%	2	0.0%	-6%	2	-3%
13	CCn1cc(C(=O)NCCCN2CC(C)CC(C)C2)c2cc(OC)c(OC)cc2c1=O (stereo not drawn)	-3%	0%	-3%	-19%	5	0.4%	0%	0	-3%
14	COc1ccc(CCNC(=O)C2CCN(S(=O)(=O)c3ccc(-n4cnnn4)cc3)CC2)cc1OC	0%	2%	-2%	-20%	3	-0.4%	7%[57.1 µM]	-3	-1%
15	CC(C)(C)C(=O)Nc1ccccc1C(=O)Nc1ccncc1	0%	0%	2%	-17%	-2	2.8%	0%	-4	-6%
16	CC1=Nn2c(nnc2C2CCCCC2)SC1	2%	-5%	-3%	-12%	4	0.0%	-8%	-6	-3%
17	Nc1c(C(=O)NCCc2ccccc2)nnn1Cc1ccc(Cl)cc1	1%	-1%	3%	-24%	1	1.9%	5%	-6	-1%
18	CC(=O)NC(C)c1nc2ccccc2n1Cc1ccccc1F (stereo not drawn)	4%	6%	2%	-5%	-1	0.1%	-3%	1	-6%
19	O=C(O)CC(NC(=O)C(c1ccccc1)c1ccccc1)c1cccc([N+](=O)[O-])c1 (stereo not drawn)	0%	5%	0%	-4%	0	0.6%	-3%	-8	-4%
20	CN(Cc1ccc(Cl)s1)C(=O)CCl	-18%	6%	5%	-2%	8	0.8%	11%[57.1 µM]	-4	-13%
21	CC(C)c1ccc(NC(=S)NC2CCCCCC2)cc1	-1%	1%	-16%	-15%	0	0.1%	-3%	-5	3%
22	COC(=O)c1ccc(N2CCN(c3ccccc3)CC2)nc1	4%	-6%	0%	-7%	2	1.5%	25%	-10	4%
23	CN(C)c1cc(N/N=C/c2ccc(Cl)cc2)nc(N(C)C)n1	-16%	4%	-18%	?	-2	-0.4%	-1%	8	3%
24	COC(=O)CCN(c1ccccc1)S(=O)(=O)c1cc(-c2cc(C)no2)ccc1OC	6%&7%	0%&-9%	3%&2%	-10%&12%	4&0	-1.0%&4.2%	-2%	-3&-5	-1%&-3%
25	CC(=O)N1CCc2cc(S(=O)(=O)CCC(=O)N3CCN(c4ccccn4)CC3)ccc21	2%	3%	·	-5%	5	1.2%	9%	-3	-1%
26	CC(C)NC(=O)CCS(=O)(=O)c1cccc2nonc12	0%	9%	-13%	-18%	1	1.8%	15%[57.1 µM]	-4	2%
27	O=C(Nc1cccc(S(=O)(=O)N2CCCCC2)c1)c1cc(=O)[nH]c2ccccc12	1%	2%	2%	-7%	6	·	-3%[11.4 µM]	0	-7%
28	CCOc1ccc2c(c1)c(=O)c(C(=O)c1ccc(CC)cc1)cn2CC(=O)Nc1cccc(Cl)c1	0%	8%	3%	-5%	0	0.8%	-5%	-5	-2%
29	CC(=O)Nc1cccc(-c2ccnc3c2CC(C)(C(=O)Nc2ccc4c(c2)OCO4)O3)c1 (stereo not drawn)	?	·	·	·	-1	·	·	-4	-2%
30	COc1ccc(-n2c(COc3ccccc3)n[nH]c2=S)cc1	-6%	15%	3%	-24%	0	-1.3%	5%	-7	-4%

Limited to RXFP1 ag, Vif-APOBEC3F blk and PI4K2A inh, for some of the entries so far:
nr | Compound | RXFP1 ag | Vif-APOBEC3F blk | PI4K2A inh
27 | O=C(Nc1cccc(S(=O)(=O)N2CCCCC2)c1)c1cc(=O)[nH]c2ccccc12 | · | 2% | 6
28 | CCOc1ccc2c(c1)c(=O)c(C(=O)c1ccc(CC)cc1)cn2CC(=O)Nc1cccc(Cl)c1 | 0.8% | 3% | 0
29 | CC(=O)Nc1cccc(-c2ccnc3c2CC(C)(C(=O)Nc2ccc4c(c2)OCO4)O3)c1 (stereo not drawn) | · | · | -1

By substructure: those above containing an NH in an aromatic ring.
#	smiles	Vif-A3G inh	IDH1 R132H inh	Vif-APOBEC3F blk	USP1 inh	PI4K2A inh	RXFP1 ag	TrxR1 substrate	LDHA inh	Glioma ERSR ind
7	Clc1ccc(OCc2nn[nH]n2)cc1	1%	-5%	1%	-20%	2	0.1%	5%	-5	-1%
27	O=C(Nc1cccc(S(=O)(=O)N2CCCCC2)c1)c1cc(=O)[nH]c2ccccc12	1%	2%	2%	-7%	6	·	-3%[11.4 µM]	0	-7%
30	COc1ccc(-n2c(COc3ccccc3)n[nH]c2=S)cc1	-6%	15%	3%	-24%	0	-1.3%	5%	-7	-4%

Going on with the list.
#	smiles	Vif-A3G inh	IDH1 R132H inh	Vif-APOBEC3F blk	USP1 inh	PI4K2A inh	RXFP1 ag	TrxR1 substrate	LDHA inh	Glioma ERSR ind
31	COCCNc1c(-c2ccc(O)cc2)nc2ccc(Cl)cn12	0%	10%	-7%	-27%	2	3.9%	30%	-1	1%
32	CCOc1ccc(/C=C/C2=NNC(=O)CC2)cc1	-3%	15%	-3%	-6%	-13	1.7%	-21%[57.1 µM]	-4	-5%
33	COc1ccc(C(=O)OC(C)C(=O)NC(C)CCc2ccccc2)cc1OC (stereo not drawn)	-1%	-7%	1%	-14%	4	0.0%	-17%[57.1 µM]	-3	-4%
34	O=C(Nc1ccccc1)c1ccc(NCC2CCCO2)c([N+](=O)[O-])c1 (stereo not drawn)	0%	-4%	2%	-4%	6	-1.2%	-1%	-4	7%
35	C=CCNC(=S)Nc1cccc(N)c1	1%	4%	-18%	10%	-4	-0.1%	-3%	5	1%
36	CCN(CC)C(=S)SCC(=O)NC12CC3CC(CC(C3)C1)C2	-1%	4%	-2%	-20%	2	0.8%	-2%	-4	-1%
37	O=C(CN1CCN(c2ccc(F)cc2)CC1)NCc1ccc(Cl)cc1	2%	4%	-6%	-20%	-2	2.2%	0%	-10	-3%
38	CS(=O)(=O)N1CCN(C(=O)Cc2cccs2)CC1	2%	7%	0%	-14%	3	0.9%	10%	1	-5%
39	COc1ccc(Oc2ccccc2/C=N/O)cc1	-5%	2%	-2%	-3%	14	0.2%	5%[11.4 µM]	-6	-2%
40	COc1cc2c(c(OC)c1OC)C(=O)C(=Cc1ccccc1)O2	-6%	0%	3%	-23%	0	·	5%[57.1 µM]	-7	4%
41	Cc1ccc(C(=O)Oc2ccc3c(c2)ncn3C)cc1	-5%	0%	-2%	-12%	-3	0.4%	10%	-6	?

Not all compounds are listed, so the mix of outcomes need not match the whole.
